# TRPN1 ag – activates the zebrafish TRPN1 channel; HEK293 zebrafish TRPN1-YFP, Fluo-8 calcium fluorescence; 100% = response to 87 µM carbachol; activation, % at 3 µM; 0.18% of 220,000 active; AID 1424;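 active = activation above its plate's cutoff, the mean activation of test wells on that plate plus 3 SD, cut at about 19% in these data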;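 also: 0% = DMSO alone and 100% = 87 µM carbachol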
#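 Material: zebrafish TRPN1-YFP in HEK293 cells. Doses: one dose of 3 µM, 0.3% DMSO. Incubation: dye 1 h 37 °C plus 30 min RT. Measured by: intracellular calcium fluorescence with Fluo-8.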
# CHOP inh – blocks CHOP induction under ER stress. CHO-K1 CHOP-promoter luciferase, tunicamycin-induced, 15-18 h. 3.8% of 220,000 active. inhibition, % at 10 µM. AID 2732;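 active = compounds that reduced the stress-induced luciferase reporter signal by more than about 70% of percent inhibition, limit read from the data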;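 also: 0% = tunicamycin plus vehicle and 100% = wells without tunicamycin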
# NPY2 pot ag – potentiates or activates human NPY-Y2 receptor. P49146. cells expressing NPY-Y2, potentiator/agonist read-out. activation, % at 3.6 µM. 0.45% of 220,000 active. AID 1359; in the data active = activation above about 27%;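 also: cells stimulated with NPY near EC25 plus isoproterenol at EC100; 0% = vehicle plus submaximal agonist and 100% = vehicle plus saturating agonist; some results beyond the cut were filed as inactive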
# NPY-Y1 PAM-ag – potentiators or agonists of human neuropeptide Y receptor Y1; NPY-Y1 expressing cells, potentiator/agonist activation; activation, % at 3.6 µM; 0.37% of 220,000 active; in the data active = activation above about 33%, passing the limit was not always enough;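 also: cells stimulated with NPY at EC10 then isoproterenol at EC100; 0% = low agonist plus stimulus and 100% = saturating agonist plus stimulus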
# Target sequence (P25929 whole entry, looked up): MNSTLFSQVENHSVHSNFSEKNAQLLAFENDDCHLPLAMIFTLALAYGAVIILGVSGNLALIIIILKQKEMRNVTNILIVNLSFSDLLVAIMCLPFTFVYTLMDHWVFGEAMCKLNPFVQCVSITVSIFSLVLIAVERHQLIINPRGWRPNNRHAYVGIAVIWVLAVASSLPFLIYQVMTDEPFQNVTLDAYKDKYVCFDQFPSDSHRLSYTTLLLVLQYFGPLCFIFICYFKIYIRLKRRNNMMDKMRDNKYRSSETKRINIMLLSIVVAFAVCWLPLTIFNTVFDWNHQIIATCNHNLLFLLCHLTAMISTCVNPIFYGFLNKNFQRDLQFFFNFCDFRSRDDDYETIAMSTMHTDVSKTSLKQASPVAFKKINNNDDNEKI
# NPY-Y1 antag – blocks the human neuropeptide Y Y1 receptor | HEK293-CNG Y1 cells, membrane potential fluorescence; NPY at EC95, then isoproterenol | inhibition, % at 3.6 µM | 1% of 200,000 active | AID 1040;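 active = inhibition above the campaign mean inhibition of all tested compounds plus 3 SD, cut at about 20% in these data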;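 also: 0% = DMSO wells given NPY plus isoproterenol and 100% = isoproterenol alone without NPY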
#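 Material: HEK293 cells with Y1 receptor plus CNG channel; times: compound incubation 1 h at room temperature, readout 45 min post-stimulation; signal: fluorescence, membrane potential probe; read-out basis: fluorescence ratio normalized to % inhibition between controls; benchmarks: full-block control isoproterenol-only wells, zero-block control NPY plus isoproterenol wells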
# S1P4 antag – human S1P4 receptor antagonism. AID 1510. inhibition, % at 4.98 µM. 0.26% of 220,000 active. O95977. S1P4-expressing cells, antagonist mode, reporter read-out; in the data active = inhibition above about 29%;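 also: 0% = wells stimulated with agonist and 100% = vehicle wells without agonist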
# Target sequence (O95977 whole entry, looked up): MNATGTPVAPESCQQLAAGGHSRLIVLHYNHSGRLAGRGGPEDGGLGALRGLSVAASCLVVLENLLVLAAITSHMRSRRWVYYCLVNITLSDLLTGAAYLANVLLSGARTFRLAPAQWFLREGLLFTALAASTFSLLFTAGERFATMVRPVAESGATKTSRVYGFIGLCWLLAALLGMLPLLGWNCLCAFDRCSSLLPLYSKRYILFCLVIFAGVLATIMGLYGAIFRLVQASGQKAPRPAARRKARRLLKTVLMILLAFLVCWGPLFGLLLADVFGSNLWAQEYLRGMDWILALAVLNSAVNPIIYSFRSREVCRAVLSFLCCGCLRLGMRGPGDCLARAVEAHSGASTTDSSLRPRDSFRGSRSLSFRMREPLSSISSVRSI
# EP2 modulator – modulates human prostaglandin E2 receptor EP2 signaling; induction, % at 25 µM; 0.83% of 260,000 active; EP2-expressing cells, cAMP HTRF FRET, PGE2 co-stimulation; P43116; AID 940;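 active = compounds whose cAMP rise, as percent of the full-agonist control response, exceeds 60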;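 also: rat C6 glioma line stably carrying human EP2 under a CMV promoter; the protocol text gives 20 µM as final concentration; 100% = response of wells given 1 µM PGE2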
# S1P4 ag – activates the human S1P4 receptor; S1P4-expressing cell line, agonist reporter assay; activation, % at 4.98 µM; 0.35% of 220,000 active; AID 1509; in the data active = activation above about 11%;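 also: 0% = DMSO vehicle and 100% = reference agonist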
# TRPML3 agonist – agonists of human TRPML3 channel. activation, % at 3 µM. Q8TDD5. HEK293 TRPML3-YFP, Fluo-8 calcium fluorescence; 100% = the carbachol control signal. 0.29% of 220,000 active. AID 1448;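 active = activation above its plate's cutoff, the mean activation of the plate's test wells plus 3 SD, cut at about 12% in these data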;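 also: 0% = DMSO only wells and 100% = carbachol wells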
#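 system = HEK293 cells stably carrying human TRPML3-YFP | doses = one concentration, 3 µM nominal, 0.3% DMSO | timing = dye loading 1 h 37 °C then 30 min ambient, 125 s read | detection = Fluo-8 calcium dye fluorescence, ex 470-495, em 515-575 nm | benchmarks = high control carbachol 87 µM, low control DMSO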
# * = called active by the depositor; nt = no result given; & = joins results of further samples.
SMILES,TRPN1 ag,CHOP inh,NPY2 pot ag,NPY-Y1 PAM-ag,NPY-Y1 antag,S1P4 antag,EP2 modulator,S1P4 ag,TRPML3 agonist
Cc1ccc(S(=O)(=O)Nc2ccccc2-c2ccccc2NS(=O)(=O)c2ccc(C)cc2)cc1,0.5,25,16,36,11,-8,24,-1.6,-0.7
COc1ccc(-c2cc(C(F)(F)F)n3nc(C(=O)N(C)Cc4ccccc4)cc3n2)cc1OC,0.4,-13,-8,-17,9,1,58,1.0,0.8
Cc1cc(Nc2ccccc2)n(CCOC(=O)COc2ccccc2)n1,-1.1,27,4,-5,-4,11,-4,-2.0,-1.4
c1ccc2c(c1)COC(CN1CCCCC1)OC2,0.1,-13,18,8,0,-3,-30,-0.3,0.5
CCCCN=C(N)/C(C(=O)OCC)=C(\O)c1ccc(OC)cc1,2.8,18,-27,-14,-5,-5,7,0.7,0.1
CCS(=O)(=O)Nc1cccc(C2=NN(S(=O)(=O)CC)C(c3ccccc3)C2)c1 (stereo not given),-0.2,-4,-2,1,-3,-8,4,0.1,-0.8
CCSc1nnc(NC(=O)C2CCN(S(=O)(=O)c3ccccc3C(F)(F)F)CC2)s1,0.9,50,6,3,-1,-6,-18,-1.2,0.7
COc1ccc(S(=O)(=O)Nc2ccc(Oc3ncccn3)c(Cl)c2)cc1,0.3,13,-9,16,1,0,-26,1.7,-0.2
COc1cccc(CC2(CO)CCN(Cc3cn(C)nc3C)CC2)c1,0.7,4,-9,6,4,-18,-21,1.9,-0.6
COc1cc(OC)cc(-c2nnc(SCC(=O)N3c4ccccc4Sc4ccccc43)o2)c1,0.8,nt,0,12,-9,-15,61*,2.0,1.3
O=C(Cc1ccccc1[N+](=O)[O-])N1CCN(c2ccc(F)cc2)CC1,0.9,-4,3,10,0,-7,11,74*,0.9
CCC(C)(C)NC(=O)Cc1ccc(C)cc1,0.2,-13,0,-33,0,-2,3,2.5,0.1
COc1ccc(Cl)cc1Nc1nc(NCCO)nc(N2CCCC2)n1,1.0,74*,-2,-1,-1,-20,15&-7,-1.0,0.5
O=C(CCn1cccc1)Nc1ccc(OC(F)(F)F)cc1,0.4,45,-13,-2,-2,-10,-9,0.3,-0.1
Cc1noc(C)c1COc1ccc(C(=O)O)cc1,-1.0,-22,4,16,4,0,39,0.3,0.6
CCC(C)NCCOCCOc1ccccc1-c1ccccc1 (stereo not given),-0.5,25,-8,-20,0,1,1,0.0,0.6
CCOC(=O)N1CCC(NC(=O)CCN2C(=O)COc3ccccc32)CC1,1.6,36,-1,-2,2,3,3,-0.3,-0.5
COCCCNCC1C(Oc2ccc(Cl)cc2)C(=O)N1c1ccccc1C (stereo not given),-1.6,13,1,2,8,-17,8,1.5,0.0
CC1CCCC(C)N1C(=S)SCC(=O)O (stereo not given),0.8,-2,9,1,2,14,5,-1.7,0.9
CSc1nc(-c2ccccc2)ccc1C(N)=O,-0.7,4,-2,0,3,-32,-76,0.8,-0.3
Cc1cccc(-c2nc(NCCCN3CCOCC3)c3ccccc3n2)c1,1.7,23,-6,-35,9,-26,-18,2.8,0.9
CN(C)c1cccc(C(=O)OCC(=O)Nc2ccccc2Cl)c1,-1.4,18,-17,-12,7,-11,-18,0.8,-0.2
N#CC1=C(SCC(=O)Nc2ccccc2)NC(=O)CC1c1ccc(O)cc1 (stereo not given),1.1,36,-2,16,-4,3,0,-0.9,-1.1
CCOC(=O)c1ccc(NC(=O)C2CC(=O)Nc3nc4ccccc4n32)cc1 (stereo not given),1.0,-17,2,3,-6,11,-29,-0.5,1.4
Nc1nc(C2CCOCC2)cs1,3.1,7,-12,-14,nt,7,5,1.4,0.4
Cn1c(C(=O)NCCCN2CCCCC2)cc2sccc21,1.2,13,-3,10,4,-4,15,-1.4,0.3
O=C(CSc1ncc(S(=O)(=O)c2ccccc2)c(=O)[nH]1)Nc1ccccc1Cl,0.8,-18,-22,-16,nt,16,51,0.8,0.5
Cc1ccc(N2C(=O)C3ON(c4ccccc4)C(c4ccncc4)C3C2=O)c(C)c1 (stereo not given),0.2,-2,-3,19,0,1,28,-1.2,-0.1
Cc1c(C(N)=O)sc(N)c1C(=O)OC(C)C,0.0,15,10,10,7,-4,22,1.7,-1.2
Cc1nc(N)sc1-c1csc(Nc2ccccn2)n1,1.1,7,4,-14,-7,-2,-14,0.7,0.7
COc1cc(Br)cc(/C=N/NC(=O)Cc2ccc(C(F)(F)F)cc2[N+](=O)[O-])c1O,1.6,26,2,17,-2,-3,-2,-1.0,1.0
Nc1nc(N)c2c(ccc3nccc32)[nH]1,0.9,-2,-6,-12,nt,-8,-16,1.2,0.5
CCOCCCNCc1ccc(Cl)cc1,-1.1,2,-13,-26,0,-42,18,1.1,0.4
Cc1nc2cc(NC(=O)CCS(=O)(=O)c3ccccc3)ccc2s1,1.2,3,1,11,3,-5,-11,-0.5,0.3
COc1ccc(CCNC(=O)COc2ncnc3ccccc23)cc1,-0.3,7,2,4,0,-9,8,1.3,0.8
Cc1c(NC(=O)C(C)Oc2ncnc3ccccc23)c(=O)n(-c2ccccc2)n1C (stereo not given),0.6,12,-3,-5,-4,-4,18,0.4,1.1
CCOC(=O)CNc1ccc(OC(F)(F)F)cc1,-0.1,16,9,17,nt,-2,19,-0.6,-1.2
O=C(CSCc1ccccc1)N1CCN(c2ccc(F)cc2)CC1,-0.8,58,-11,2,-3,-9,-15,1.5,0.8
COc1cc(OC)c(C2=NOC(C(=O)N3CCCc4ccccc43)C2)cc1Cl (stereo not given),-0.8,60,-2,-9,-6,-5,-30,2.2,0.5
O=C(CN1c2cccc3cccc(c23)S1(=O)=O)N1CCOCC1,0.5,23,20,9,-1,-4,13,0.3,0.1

# Five records picked at random from the list so far, as already listed:
SMILES,TRPN1 ag,CHOP inh,NPY2 pot ag,NPY-Y1 PAM-ag,NPY-Y1 antag,S1P4 antag,EP2 modulator,S1P4 ag,TRPML3 agonist
c1ccc2c(c1)COC(CN1CCCCC1)OC2,0.1,-13,18,8,0,-3,-30,-0.3,0.5
CCCCN=C(N)/C(C(=O)OCC)=C(\O)c1ccc(OC)cc1,2.8,18,-27,-14,-5,-5,7,0.7,0.1
COc1ccc(S(=O)(=O)Nc2ccc(Oc3ncccn3)c(Cl)c2)cc1,0.3,13,-9,16,1,0,-26,1.7,-0.2
CCSc1nnc(NC(=O)C2CCN(S(=O)(=O)c3ccccc3C(F)(F)F)CC2)s1,0.9,50,6,3,-1,-6,-18,-1.2,0.7
O=C(Cc1ccccc1[N+](=O)[O-])N1CCN(c2ccc(F)cc2)CC1,0.9,-4,3,10,0,-7,11,74*,0.9

# (continued)
SMILES,TRPN1 ag,CHOP inh,NPY2 pot ag,NPY-Y1 PAM-ag,NPY-Y1 antag,S1P4 antag,EP2 modulator,S1P4 ag,TRPML3 agonist
CN(Cc1cccc(-n2cccn2)c1)C(=O)CCc1nnc(C2CCCCC2)o1,0.1,-31,-10,1,13,7,6,0.3,0.3
Cc1cc(OCC(=O)O)c2ccccc2n1,0.5,34,7,4,-2,-28,18,1.6,0.1
CCOc1ccc(C(=O)Nc2cc(C)on2)cc1,0.5,4,12,-16,1,-2,-2,0.6,-0.4
O=C(CCCCCNc1nc(=S)[nH]c2ccccc12)NCc1ccccc1Cl,-0.3,34,-3,-10,-4,-10,-76,1.2,-0.1
O=S1(=O)C=CC(Nc2cccc(Cl)c2)C1 (stereo not given),0.3,8,-2,-9,7,-16,-4,-0.3,-0.3
COc1ccc(OCC(=O)NC(=S)NNC(=O)COc2ccc(Br)cc2Cl)cc1,-0.4,14,-16,-34,7,-8,-36,1.7,0.7
CC(=O)c1ccc(NC(=O)C(C)OC(=O)COc2ccc(C#N)cc2)cc1 (stereo not given),0.8,-6,-1,-2,-1,-7,-3,1.1,0.6
Cc1c(Cl)cccc1NC(=S)N1CCN(C(=O)C2CCCO2)CC1 (stereo not given),7.1,-18,-1,-19,-1,-13,9,4.5,1.3
CCC1=NN2C(=N)/C(=C\c3cccn3-c3ccc(C)c(C)c3)C(=O)N=C2S1,0.9,5,-12,16,0,-11,1,1.5,0.3
COC(=O)C1=C(C)NC(=O)CC1c1cccc(OC)c1OC (stereo not given),0.2,-21,7,0,4,2,11,-1.6,0.9
Nc1cc(=O)[nH]c(SCC(=O)Nc2ccc(Cl)c(Cl)c2)n1,0.5,10,-4,-1,0,-15,3,-5.0,-0.7
O=C(/C=C/c1ccccc1)Nc1cc(S(=O)(=O)N2CCOCC2)ccc1N1CCCC1,2.6,29,-1,-12,-4,-21,10,1.1,0.5
Cc1sc2ncn(CC(=O)NCC3COc4ccccc4O3)c(=O)c2c1S(=O)(=O)N1CCCCC1 (stereo not given),1.0,6,-10,-7,0,-6,-7,-0.7,0.3
CC1CCCC(C)N1/N=C/c1ccc(C(=O)O)cc1 (stereo not given),1.4,4,-1,-16,nt,-5,10,-0.2,0.7
CCc1nc2ccccc2c(=O)n1NCCc1ccccc1,3.7,28,-5,-23,11,-15,13,-0.8,-0.5
CC1CCCCC1NC(=O)CN1CCC(O)(c2ccc(F)cc2)CC1 (stereo not given),2.1,32,10,-11,-3,-2,0,1.1,1.2
CCCCCCCC1(C)NC(=O)NC1=O (stereo not given),-1.0,15,-7,-8,nt,-2,1,0.1,0.3
O=C(c1ccc2snnc2c1)N1CCN(c2ccccc2)CC1,0.9,43,-2,7,-5,-13,-5,-1.9,0.9
O=C(NCCCCCCNC(=O)c1ccc(Br)s1)c1ccc(Br)s1,-1.9,-15,13,-15,8,-6,-21,2.6,0.3
O=[N+]([O-])c1cccc(NC2=NCCC2)c1,0.2,3,4,2,1,-16,4,0.3,0.5
CCN(CC)c1nc(C)nc2c1sc(=S)n2C,-1.1,-13,-27,-33,11,-3,58,-0.8,-0.4
CCOC(=O)[C@H]1O[C@@H]1C(=O)N[C@@H](CC(C)C)C(=O)NCCC(C)C,0.2,8,-32,1,6,-8,0,-0.1,0.4
COP(=O)(OC)C(Nc1ccc([N+](=O)[O-])cc1)c1ccccc1 (stereo not given),2.0,-1,-7,18,nt,4,20,-0.2,0.8
N#CC1=C(Nc2ccccc2)SC=C(c2ccc(Br)cc2)N=C1N1CCOCC1,1.0,-12,5,-31,14,16,-13,-1.7,1.1
COC(=O)c1ccc(C(=O)OC)nc1,1.3,26,-15,1,4,-34,14,0.3,0.4
Cc1cc(=O)[nH]c(N/N=C/c2ccccc2C(F)(F)F)n1,0.4,-12,2,-7,7,11,8,1.2,0.3
c1ccc(COc2ccccc2CNC23CC4CC(CC(C4)C2)C3)cc1,0.0,-32,-22,-64,158*,25,17,0.2,0.8
CSc1nc(C)cc(OCCNS(=O)(=O)c2ccc(C)cc2)n1,-0.1,nt,1,-2,-1,-28,nt,-0.7,0.5
N#Cc1c(N2CCOCC2)nsc1-c1ccccc1,-2.7,-1,-10,-13,nt,8,15,0.8,0.3
CC(C)(C)NC(=O)COc1ccc(CNCc2cccnc2)cc1,0.4,6,-4,-9,-1,15,28,-1.6,1.2
COC(=O)CSc1nc2ccc(N)cc2s1,-2.1,4,21,45*,-5,12,4,-1.0,0.3
CC(C)c1ccc(N=C2N=C(N)c3ccccc32)cc1,-0.5,13,28,33,nt,4,-14,0.0,0.8
